MC4R barr agon – human MC4R agonism via beta-arrestin; U2OS MC4R beta-arrestin complementation, luminescence; percent of melanotan II response, DMSO zero; activation, % at 8.9 µM; 360,000 compounds, 0.98% hits; AID 540308;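 active means activation above a per-plate cutoff, the mean activation of sample wells on that plate plus 3 SD, cut at about 8% in these data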
CaV13 ICDI inh – Disruptors of the CACNA1D IQ motif to Ca2+-dependent inactivation inhibitor domain association, primary screening, Förster resonance energy transfer in intact living …; 340,000 compounds, 0.098% hits; inhibition, % at 12.3 µM; HEK cells, CFP/YFP FRET ICDI-IQ, plate reader, 10 min; percent FRET-ratio fall versus neutral wells; AID 743397;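 active means mean replicate inhibition of at least 30% and at least 1% of replicates passing that level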;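 further: 0% = median of the neutral control wells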
ABCB6 inh 2 – blocks the human ABCB6 transporter | Q9NP58 | K562-ABCB6 porphyrin accumulation, flow cytometry, 1 h; hits give low values | fluorescence ratio to DMSO, % at 10 µM | 360,000 compounds, 0.19% hits;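 active means fluorescence ratio to DMSO below 75%, the collection mean minus 3 SD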;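 further: signal is porphyrin accumulated inside mitochondria; 100% equals median channel fluorescence of DMSO control wells; lower ratio means ABCB6 inhibition with less porphyrin fluorescence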
Target sequence (Q9NP58 whole entry, looked up): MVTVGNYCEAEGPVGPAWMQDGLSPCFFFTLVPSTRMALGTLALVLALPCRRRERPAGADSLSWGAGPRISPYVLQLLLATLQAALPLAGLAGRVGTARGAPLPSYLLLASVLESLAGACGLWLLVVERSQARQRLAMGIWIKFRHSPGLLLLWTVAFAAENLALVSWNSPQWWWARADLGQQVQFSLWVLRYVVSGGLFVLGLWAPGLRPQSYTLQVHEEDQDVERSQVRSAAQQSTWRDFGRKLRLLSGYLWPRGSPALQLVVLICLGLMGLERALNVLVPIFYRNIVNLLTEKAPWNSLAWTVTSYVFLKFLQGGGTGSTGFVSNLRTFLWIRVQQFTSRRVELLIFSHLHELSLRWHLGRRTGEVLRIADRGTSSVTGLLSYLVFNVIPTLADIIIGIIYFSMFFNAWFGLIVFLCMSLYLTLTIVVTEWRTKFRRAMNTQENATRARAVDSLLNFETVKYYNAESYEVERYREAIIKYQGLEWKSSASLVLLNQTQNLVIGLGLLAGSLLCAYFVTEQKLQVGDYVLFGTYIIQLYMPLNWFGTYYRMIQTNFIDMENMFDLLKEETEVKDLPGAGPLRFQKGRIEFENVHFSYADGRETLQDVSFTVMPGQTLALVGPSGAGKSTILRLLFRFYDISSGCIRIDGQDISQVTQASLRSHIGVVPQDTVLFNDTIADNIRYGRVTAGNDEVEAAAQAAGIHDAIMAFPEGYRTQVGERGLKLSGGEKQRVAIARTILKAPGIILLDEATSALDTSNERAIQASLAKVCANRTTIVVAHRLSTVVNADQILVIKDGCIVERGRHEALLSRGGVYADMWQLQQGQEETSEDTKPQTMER
Glyco luc inh – blocks N-linked glycosylation in D54 reporter cells; D54 ERlucT glycosylation luciferase reporter, 24 h; percent of 100 nM tunicamycin response; reporter increase, % at 12.5 µM; 360,000 compounds, 0.23% hits;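 active means mean luciferase reporter signal, scaled so untreated is 0 and the glycosylation-blocking control 100, at or above a set limit in every replicate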;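 further: luciferase carries N-glycosylation sites so blocking glycosylation raises the light; 0% = median of neutral control wells and 100% = median of 100 nM tunicamycin wells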
Vif inh – HIV Vif inhibition; HEK293T cells, Vif self-association by quenched fluorescence, imaging, 24 h; inhibition, % at 7.49 µM; 340,000 compounds, 0.35% hits; in the data active means inhibition above about 50%, passing the limit was not always enough; further: some results filed as inactive read as strong as hits
m5-HT2A agonist – agonists of mouse serotonin 5-HT2A receptor (HTR2A); CHO-K1 mHTR2A beta-arrestin complementation, luminescence; percent of 30 µM serotonin response; AID 624169; activation, % at 7.6 µM; P35363; 360,000 compounds, 0.66% hits;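 active means activation above a run cutoff, the mean activation of all tested compounds plus 3 SD, cut at about 14% in these data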;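 further: 0% = plate median of compound wells and 100% = 30 µM serotonin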
MC4R antag cAMP – human MC4R antagonism in cAMP assay. P32245. MC4R-expressing cells, MTII-stimulated cAMP, LANCE TR-FRET. inhibition, % at 6.5 µM. 360,000 compounds, 0.48% hits;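 active means inhibition above its plate's cutoff, the mean of tested wells on that plate plus 3 SD, cut at about 29% in these data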;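 further: 0% = Melanotan II alone and 100% = Melanotan II plus saturating MCL0020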
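System: U2OS cells stably expressing human melanocortin 4 receptor (MC4R). Reagent: Melanotan II challenge after compound preincubation. Doses: 6.5 µM. Times: 30-min compound, 1-h challenge, 1-h detection, room temperature. Measured by: TR-FRET with Eu-cAMP and labeled anti-cAMP, 671 nm. Replicates: singlicate.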
aDG glyco act – alpha-DG glycosylation activation. Pro5-aDG cells, alpha-DG glycosylation AlphaScreen (IIH6); 0% Pro5, 100% B10-LARGE cell signal. activation, % at 10 µM. 360,000 compounds, 0.22% hits;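 active means activation of at least 8% versus controls, or a plate z-score of at least 8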;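 further: Pro5 are CHO cells carrying HIG-tagged alpha-DG that lacks glycosylation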
H9c2 protect – myocardial damage modulation in H9c2 cells. protection from H2O2 cell death, % at 20 µM. 360,000 compounds, 0.63% hits. H9c2 cardiomyocytes, H2O2 injury protection, ATPLite, 2 h;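 active means compounds giving at least 50% protection of heart cells from peroxide-induced death in the single-dose screen, raw or plate-pattern-corrected value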;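 further: 0% = DMSO wells with peroxide and 100% = DMSO wells without peroxide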
PDI inh – blocks human protein disulfide isomerase activity; AID 588391; inhibition, % at 10 µM; P07237; 350,000 compounds, 0.052% hits; PDI insulin aggregation turbidity, A650, 90 min;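 active means mean inhibition across replicates of 30% or more, whatever share of single replicates reach that level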;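 further: absorbance from insulin aggregation driven by PDI reduction with DTT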
An asterisk follows results filed as active; nt = not tested or not shown.

entry	SMILES	CaV13 ICDI inh	H9c2 protect	PDI inh	aDG glyco act	MC4R barr agon	Vif inh	Glyco luc inh	MC4R antag cAMP	m5-HT2A agonist	ABCB6 inh 2
1	CC(C)N(C)C(=O)C(=O)c1cccn1-c1cccc(Cl)c1C#N	0	2	0	0.5	0.3	-7	2	3	-1	98
2	Nc1ccccc1SC1CC(=O)N(c2ccc3c(c2)OCO3)C1=O (centres undefined)	-5	1	3	-0.1	-1.1	nt	-1	-1	-1	98
3	O=C(NCCC1=CCCCC1)C1CCN(C(=O)Cc2ccccc2)CC1	10	-2	4	0.4	1.3	4	-2	-2	6	96
4	CCN(CC)S(=O)(=O)c1cc(NC(=O)C2=COCCO2)ccc1Cl	-4	0	6	0.0	1.1	nt	0	9	0	96
5	COCCN1C(=O)N[C@@H](c2ccco2)C(C(C)=O)=C1C	-13	8	3	0.0	-0.8	10	3	3	-2	98
6	C=CCCCCc1nc2ccccc2c(=O)n1N	-2	0	5	-0.1	-0.6	3	-2	4	-1	85
7	O=C(COC(=O)c1ncc(Cl)c(Cl)c1Cl)NCCc1ccccc1	-6	-13	-3	-0.2	-1.1	2	3	8	6	105
8	Cc1cccc(C)c1NC(=O)COC(=O)COc1ccc2c(C)cc(=O)oc2c1	-3	20	11	-0.1	-0.1	4	2	13	6	100
9	CCc1ccc(OC2(C)CCN(Cc3ccc(SC)cc3)C2)cc1 (centres undefined)	-7	-19	-3	0.2	1.5	-5	0	1	-2	99
10	CCCCCC1(C(=O)OCC)CC(CSC(=N)N)OC1=O (centres undefined)	-4	-8	-5	-0.4	-1.1	-4	5	5	-2	95
11	NC(=O)C1CCN(CC(=O)N2c3ccccc3CCc3ccccc32)CC1	-4	-1	0	0.1	-1.2	3	1	-4	3	98
12	Cc1c(OCC(=O)N2CCC(C(N)=O)CC2)ccc2c1oc(=O)c1ccccc12	nt	0	nt	0.1	-2.7	0	1	7	6	98
13	Cc1cs/c(=N/C(=S)Nc2ccccc2)n1C	-3	-8	-1	-0.2	-0.5	-18	-6	7	-3	93
14	CN(C)S(=O)(=O)c1ccc(Cl)c(NC(=O)COC(=O)CCSc2ccccc2)c1	-6	-7	-3	-0.1	6.1	-1	3	-3	12	98
15	COc1ccc(C2C(C(=O)Nc3ccccc3OC)=C(C)Nc3ncnn32)cc1 (centres undefined)	-4	9	nt	-0.1	0.7	1	0	4	6	104
16	COc1ccc(Cc2nnc(-c3cccc(C)c3)o2)cc1OC	nt	-24	0	-0.1	-0.7	-7	0	3	-3	103
17	CCOC(=O)c1cnn2c(C)cc(-c3ccccc3)nc12	-3	2	0	-0.2	-1.7	-2	-4	6	1	103
18	Cc1c(Cc2ccc3c(c2)OCO3)sc(NC(=O)c2cccc3ccccc23)c1C(N)=O	4	-15	nt	-0.5	-1.6	-1	0	-19	-3	98
19	CSc1cccc(N=C2C(=O)Nc3ccccc32)c1	-21	11	1	0.0	-1.3	1	0	2	1	99
20	COc1ccc(C(=O)c2ccc(OC)cc2OC)cc1	4	-4	5	-0.1	-0.7	-5	12	-1	0	102
21	CC(CNC(=O)c1ccc2c(c1)OCO2)c1ccc([N+](=O)[O-])cc1 (centres undefined)	-4	2	-7	0.1	-2.9	-3	0	2	2	96
22	O=C(O)CSc1nnc(-c2ccc(S(=O)(=O)N3CCCC3)cc2)n1Cc1ccco1	-4	9	5	0.1	-1.6	9	0	4	-2	96
23	Cc1ccnc(NC(=O)c2cccc(NC(=O)c3ccccc3C)c2)c1	-6	18	-2	0.2	-0.1	-2	1	4	-3	99
24	Cc1ccc(-c2noc(=O)n2CC(=O)c2ccc(Cl)cc2)cc1	-3	-9	8	-0.5	-1.4	-6	0	12	-1	99
25	CC(C)C(=O)Nc1c2c(nc3c1CCC3)CCCC2	nt	15	3	0.9	-1.3	-40	1	0	0	97
26	CCOC(=O)C1=CCN(S(=O)(=O)c2ccccc2Cl)C1c1ccc(Cl)c(Cl)c1 (centres undefined)	-7	-4	nt	0.1	nt	14	0	nt	-2	100
27	Cc1ccc(C2(C)NC(=O)N(CC(=O)NCc3ccccc3Cl)C2=O)cc1 (centres undefined)	-3	2	4	0.1	-1.0	0	0	3	0	96
28	COc1cc(C(C)=O)ccc1OC(=O)C(C)N1C(=O)c2ccccc2C1=O (centres undefined)	nt	2	4	-0.2	-0.7	1	1	11	-2	101
29	CC(C)(C)C(=O)Nc1nc2ccc(S(C)(=O)=O)cc2s1	-5	-4	-1	-0.4	-0.5	-12	-3	1	2	100
30	Cc1ccccc1S(=O)(=O)Cc1ccc(C(=O)NCCN2CCCCC2C)o1 (centres undefined)	-5	-1	9	-0.3	1.1	-2	-1	5	-2	101
31	COc1ccc(-c2nc(=S)c3c([nH]2)Oc2ccc(C)cc2C3)cc1O	-3	13	9	-0.2	-0.9	nt	2	4	4	99
32	CCCS(=O)(=O)c1nc(S(=O)(=O)c2ccc(C)cc2)c(NCc2ccc3c(c2)OCO3)s1	-3	1	1	-0.1	-2.0	-3	-5	22	-5	98
33	CC1=NN(c2nc(-c3ccc(C)cc3)cs2)C(=O)C1N=Nc1ccc(C(N)=O)cc1 (centres undefined)	5	0	-3	-0.7	-0.5	-1	3	2	-2	103
34	COc1ccc(Cl)cc1S(=O)(=O)N1CCC(C(=O)NC2CCCC2)CC1	nt	-2	3	-0.4	-2.7	1	-3	6	1	100
35	CC(C)C(=O)OCc1cn(-c2ccc(Cl)c(Cl)c2)nn1	-2	9	-1	-0.1	-0.6	-6	0	2	0	94
36	Nn1c(SCC(=O)NC2CCCC2)nnc1-c1ccccc1F	-5	-13	-10	0.1	0.5	nt	2	-2	-2	199
37	CC(=O)Nc1ccc(S(=O)(=O)NNC(=O)c2sc(=S)n(C)c2C)cc1	-4	-1	11	-0.3	0.3	8	0	-6	-3	97
38	COc1ccc(/C=N/NC(=O)c2cc(O)c(O)c(O)c2)cc1Cn1cc([N+](=O)[O-])cn1	-21	-4	-3	-0.1	-1.6	0	3	-1	1	95
39	CCn1c(SCc2nc3ccccc3nc2C)nnc1-c1cccs1	-2	10	-2	0.1	-0.8	-9	-2	1	4	89
40	CC1CN(S(=O)(=O)c2ccc(CN3C(=O)c4cccnc4C3=O)cc2)c2ccccc2O1 (centres undefined)	-7	0	1	0.2	1.0	-3	1	11	5	97
41	CC1CC(NS(=O)(=O)c2cccs2)CC(C)(C)C1 (centres undefined)	-10	-7	-3	0.0	1.1	-15	-2	2	7	94
42	Cc1cccc(C)c1OC(=O)CCN1C(=O)C2C3C=CC(C4CC34)C2C1=O (centres undefined)	-5	9	-5	0.0	0.7	0	-2	4	-1	93
43	Cc1cc(C)nc(NC(=O)CSc2nn(C)c(=S)s2)n1	-6	8	-4	0.1	-0.9	nt	1	5	2	90
44	COC(=O)C1=C(C)N=C2SC(C)C(=O)N2C1c1cccc(F)c1 (centres undefined)	-5	21	-1	0.3	-0.1	-11	-2	3	3	112
45	COc1cccc(NC(=O)NCc2ccccc2F)c1	1	5	-2	0.3	-0.9	-8	0	19	-1	98
46	N#C/C(=C\c1cccnc1)C(=O)Nc1ccccc1[N+](=O)[O-]	-10	1	7	0.1	-1.9	3	5	1	8	100
47	O=C(COC(=O)c1ccc2c(c1)OCO2)Nc1ccccc1F	-3	-2	-4	-0.4	2.3	-6	0	4	4	94
48	O=C(Cc1cccc2ccccc12)N/N=C/C=C/c1cccc([N+](=O)[O-])c1	-5	-14	1	0.4	-0.4	-4	-2	-4	-1	97
49	COc1ccc(C2CCCN2C(=S)Nc2ccc(C)cc2C)cc1OC (centres undefined)	3	-4	-4	0.1	1.1	-6	1	18	0	96
50	COc1ccc(C(=O)NCC(=O)OCC(=O)NC(=O)c2ccc(C(C)(C)C)cc2)cc1OC	-4	3	-4	0.2	0.5	2	1	13	14	100
51	CCc1nnc(NC(=O)CSc2nnc(COc3ccccc3)n2Cc2ccccc2)s1	-6	11	-1	0.6	-0.3	1	1	15	3	97
52	CC1CCN(c2ccc3c(c2)S(=O)(=O)c2cccc(C(=O)NC4CCCCC4)c2C3=O)CC1	-16	1	3	-0.2	-1.7	51*	-4	5	3	94
53	COc1cc(OC)cc(-c2nc(-c3ccccc3OC)no2)c1	nt	-2	-1	-0.2	-1.3	5	1	-1	2	87
54	COc1cc(/C=C2\C(=N)N3N=CSC3=NC2=O)ccc1OS(=O)(=O)c1ccccc1[N+](=O)[O-]	-11	-5	-1	0.2	-0.8	-4	-1	-3	7	102
55	CC1(C(=O)NS(=O)(=O)c2ccc(Cl)s2)CCN1C(=O)C1(c2ccc(Cl)cc2)CCC1 (centres undefined)	-6	-2	-5	1.3	-0.2	1	1	5	-1	95
56	N#CCOc1ccccc1CNC[C@H]1O[C@@H](n2cnc3c(=O)[nH]c(N)nc32)[C@H](O)[C@@H]1O	-4	5	nt	-0.2	nt	nt	1	nt	-2	104
57	O=C(NC1CCCCC1)C(CCc1ccccc1)N1CCOCC1 (centres undefined)	nt	4	nt	0.1	nt	11	5	nt	4	99

Screening results (PubChem)
